UHRF1 MBD2 ctr – UHRF1 methylated DNA binding inhibitors, primary screen, counter-screen for MBD2 inhibitor project, biochemical, TR-FRET, human UHRF1, single concentration; AID 687016, 2013; hit rate 0.75% among 370,000; inhibition, % at 4.4 µM; E3 ubiquitin-protein ligase UHRF1 (Homo sapiens), Q96T88; UHRF1 binding to methylated oligo; in the data active = inhibition above about 21%;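 note: UHRF1 SRA domain binding a hemimethylated CpG hairpin DNA probe; 0% = median of test compound wells and 100% = reference inhibitor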
HTRA1 inhibitor – HTRA1 serine protease inhibitors, primary screen, biochemical, fluorescence polarization, HTS | inhibition, % at 5.96 µM | recombinant HTRA1, FP-rhodamine activity-based probe | AID 504803, 2011 | hit rate 0.5% among 340,000 | Q92743; in the data active = inhibition above about 36%;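 note: 0% = enzyme with DMSO and 100% = wells lacking enzyme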
rCAG RNA binder – binders of r(CAG) RNA repeats, primary screen, biochemical, fluorescence | r(CAG) RNA repeat, TO-PRO-1 dye displacement fluorescence | inhibition, % at 3 µM | hit rate 1.3% among 370,000;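 active = inhibition above the plate cutoff, the mean of all test compounds on that plate plus 3 SD, cut at about 35% in these data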;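 note: 0% = DMSO alone and 100% = 100 µM mitoxantrone as full dye displacement; higher means more dye released from RNA so lower well fluorescence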
GC-A act – GC-A stimulated cGMP production enhancers – HEK293 GC-A cells, cGMP TR-FRET, EC30 ANP, primary screen. 0% at EC30 ANP, 100% saturating ANP. activation, % at 10 µM. AID 1671463, 2021. hit rate 0.14% among 370,000; in the data active = activation above about 40%
MBD2 DNA inh – inhibitors of MBD2 binding to methylated DNA, primary screen, biochemical, TR-FRET, DNA-binding domain, human | MBD2 binding to methylated oligonucleotide | inhibition, % at 4.4 µM | hit rate 0.31% among 370,000; in the data active = inhibition above about 13%
PRMT1 FP inh – PRMT1 methyltransferase inhibitors, primary screen, biochemical, fluorescence polarization; AID 652257, 2013; inhibition, % at 2.79 µM; Protein arginine N-methyltransferase 1 (Homo sapiens), Q99873; recombinant PRMT1, activity-based probe fluorescence polarization; hit rate 1.3% among 370,000;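 active = inhibition above about 21% made by adding two undisclosed values, limit read from the data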
Target sequence (Q99873 whole entry, looked up): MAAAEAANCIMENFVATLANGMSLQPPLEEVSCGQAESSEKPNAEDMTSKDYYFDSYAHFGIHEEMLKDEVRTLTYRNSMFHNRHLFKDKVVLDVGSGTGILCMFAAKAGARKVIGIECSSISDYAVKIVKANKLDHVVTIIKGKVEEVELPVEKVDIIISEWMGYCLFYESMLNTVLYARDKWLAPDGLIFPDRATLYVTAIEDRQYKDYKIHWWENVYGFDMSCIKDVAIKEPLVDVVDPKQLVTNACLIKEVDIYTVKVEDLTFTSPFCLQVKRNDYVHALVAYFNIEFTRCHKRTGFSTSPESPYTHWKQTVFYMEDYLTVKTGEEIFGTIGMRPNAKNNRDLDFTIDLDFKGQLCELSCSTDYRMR
SIAE inh – human SIAE inhibitors, primary screen, biochemical, fluorescence polarization, FP-Rh probe, 1536-well HTS | SIAE FP-Rh probe binding | inhibition, % at 9.66 µM | AID 1053197, 2014 | Sialate O-acetylesterase (Homo sapiens), Q9HAT2 | hit rate 0.69% among 370,000;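 active = inhibition above a cutoff: mean of compounds within the control limits plus 3 SD of those, cut at about 17% in these data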;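 note: 0% = plate median of compound wells and 100% = probe without SIAE protein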
Target sequence (Q9HAT2 whole entry, looked up): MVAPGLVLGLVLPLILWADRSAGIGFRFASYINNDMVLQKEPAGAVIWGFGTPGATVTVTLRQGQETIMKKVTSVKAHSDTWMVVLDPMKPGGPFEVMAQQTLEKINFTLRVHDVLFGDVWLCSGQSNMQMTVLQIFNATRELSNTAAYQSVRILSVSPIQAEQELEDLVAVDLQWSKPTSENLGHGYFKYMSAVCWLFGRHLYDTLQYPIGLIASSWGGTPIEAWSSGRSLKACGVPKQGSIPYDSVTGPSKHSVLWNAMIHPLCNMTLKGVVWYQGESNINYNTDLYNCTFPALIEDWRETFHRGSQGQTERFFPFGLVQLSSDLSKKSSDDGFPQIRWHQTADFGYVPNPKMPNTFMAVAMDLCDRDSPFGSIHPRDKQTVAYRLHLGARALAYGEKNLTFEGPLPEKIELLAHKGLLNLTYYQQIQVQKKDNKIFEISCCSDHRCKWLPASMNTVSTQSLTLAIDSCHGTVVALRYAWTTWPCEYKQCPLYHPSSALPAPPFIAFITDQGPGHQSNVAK
ABHD4 inh – ABHD4 inhibitors, primary screen, biochemical, fluorescence polarization, mouse; (Lyso)-N-acylphosphatidylethanolamine lipase (Mus musculus), Q8VD66; purified mABHD4, FP-Rh probe fluorescence polarization; inhibition, % at 8.92 µM; hit rate 0.54% among 370,000;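 active = inhibition exceeding the mean over every tested compound plus 3 SD, cut at about 30% in these data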;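 note: 0% = plate median of compound wells and 100% = S159A mutant with DMSO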
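Assay system: Wild-type mouse ABHD4 protein | Medium: HEPES pH 7.0 buffer, 150 mM NaCl, 0.01% Pluronic F-127 | Incubation: Enzyme–compound pre-incubation 45 min, then probe 60 min, both 25 °C | Technique: Fluorescence polarization with parallel and perpendicular emission, 525/598 nm | Evaluation: % inhibition of FP-Rh probe binding versus controls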
NPR2 activator – human GC-B receptor activators, primary screen, HEK293 GC-B cells, cGMP TR-FRET, EC30 CNP; Atrial natriuretic peptide receptor 2 (Homo sapiens), P20594; 0% at EC30 CNP, 100% saturating CNP; activation, % at 10 µM; hit rate 0.11% among 370,000; AID 1920062, 2024;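 active = activation at 10 µM reaching about 35% in either raw or pattern-adjusted values, limit read from the data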
TCR-CD3 inh – inhibitors of human TCR-CD3 interaction, primary screen, biochemical, fluorescence, TAMRA-labeled TCR probe; T-cell receptor (TCR); hit rate 0.37% among 360,000; AID 651800, 2012; inhibition, % at 9.4 µM; in the data active = inhibition above about 19%;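 note: recombinant mutant TCR 2C K166C tagged with TAMRA read by polarization; 0% = receptor in buffer alone and 100% = receptor with positive control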
The depositor's hits bear a star; · = not tested or not shown.

SMILES	UHRF1 MBD2 ctr	HTRA1 inhibitor	rCAG RNA binder	GC-A act	MBD2 DNA inh	PRMT1 FP inh	SIAE inh	ABHD4 inh	NPR2 activator	TCR-CD3 inh
CCOC(=O)C(NCCc1ccccc1)(NC(=O)CC)C(F)(F)F (centres undefined)	3	5	-1	2	1	-3	8	2	0	0
CCOc1ccccc1CNC(=O)c1cc2oc3ccccc3c2n1CC	-1	-47	2	1	-9	-2	-12	-25	-5	7
COc1cc(NC(=O)c2ccc(-c3ccc(F)c(F)c3)c3ccoc23)cc(OC)c1OC	5	·	4	-6	2	-3	-5	-18	-3	-1
CCOC(=O)c1ccc(NC(=O)NC(C)C2CCCO2)cc1 (centres undefined)	0	-9	5	6	0	1	3	5	3	3
O=C(Nc1ccc(Cl)cc1)C1CCN(C(=O)NC2CCCCC2)CC1	-1	9	1	3	5	-1	-5	4	-2	10
O=C(NNc1nc(-c2ccc(Br)cc2)cs1)c1ccco1	3	8	14	3	-5	11	-1	-10	-1	-7
CCCCCN(C(=O)CCc1cn(CCCCC)c2ccccc12)c1ccc(N(C)c2ccccn2)cc1	2	·	4	-2	-3	0	5	3	3	-2
Cc1nc(Cl)cc(N/N=C/c2ccc(O)cc2)n1	2	3	-2	0	2	2	7	1	-2	-1
O=C(CCNS(=O)(=O)c1ccccc1)N1CCOCC1	3	6	-1	1	7	3	-1	-5	3	-7
COc1cc(NC(=O)CSc2nnc3ccccn23)cc(OC)c1OC	0	0	3	-3	1	2	5	2	0	4
CC1C(=O)N2CCCc3cc(S(=O)(=O)N4CCC(C(N)=O)CC4)cc1c32 (centres undefined)	0	3	6	5	-7	-2	3	-2	1	5
CCN(CC)S(=O)(=O)c1ccc(NC(=O)CC(NC(C)=O)c2ccccc2)cc1 (centres undefined)	2	4	1	3	-3	-3	11	-2	5	-5
CCC(=O)Nc1c2c(nn1-c1ccc(OC)cc1)CSC2	0	1	6	3	-5	1	0	7	1	3
COc1ccc2c(C)cc(SCC(=O)NCC3CCCO3)nc2c1 (centres undefined)	-3	0	2	1	-2	-1	0	4	-1	6
CC(CCc1ccccc1)NC(=O)CCCn1ncn2c(cc3occc32)c1=O (centres undefined)	1	-3	-2	2	0	-1	-4	0	-4	3
CC(=O)Nc1ccc(NC(=O)c2cc(-c3ccccc3)nc3ccccc23)cc1	-3	-27	10	-12	2	1	-13	-13	0	-3
CNc1nc2sc3c(c2c(=O)n1C)CC(C)(C)SC3	-4	0	7	5	-3	13	-2	1	1	-2
COc1ccc(S(=O)(=O)N2CCC(C(=O)NC3CCCC3)CC2)cc1C	-1	7	-5	1	-1	-2	7	-6	-3	8
COc1ccc(NC(=O)CCN2CCCCC2)cc1	3	3	-4	2	0	-1	1	-2	7	-4
FC(F)(F)c1ccc(-c2noc(CN3CCCN(C4CCCCC4)CC3)n2)cc1	0	-5	-3	2	-1	-3	0	-4	1	-1
COc1ccccc1Cc1c(-c2ccc(OC)c(OC)c2)nc2ccc(C)cn12	14	·	2	0	3	3	0	-5	1	-9
COc1ccc(S(=O)(=O)Nc2ccc(O)c3ccccc23)cc1	-2	9	19	6	-4	23*	2	37*	2	-5
O=C(COC(=O)C1CCN(S(=O)(=O)c2cccs2)CC1)Nc1ccc(F)cc1Cl	-1	-4	5	4	-4	0	0	2	3	9
CC(=O)c1ccc(N2CCN(S(=O)(=O)c3cn(C)cn3)CC2)cc1	0	6	1	0	3	0	-12	6	0	-1

16 neighbouring compounds from above, quoted:
SMILES	UHRF1 MBD2 ctr	HTRA1 inhibitor	rCAG RNA binder	GC-A act	MBD2 DNA inh	PRMT1 FP inh	SIAE inh	ABHD4 inh	NPR2 activator	TCR-CD3 inh
O=C(NNc1nc(-c2ccc(Br)cc2)cs1)c1ccco1	3	8	14	3	-5	11	-1	-10	-1	-7
CCCCCN(C(=O)CCc1cn(CCCCC)c2ccccc12)c1ccc(N(C)c2ccccn2)cc1	2	·	4	-2	-3	0	5	3	3	-2
Cc1nc(Cl)cc(N/N=C/c2ccc(O)cc2)n1	2	3	-2	0	2	2	7	1	-2	-1
O=C(CCNS(=O)(=O)c1ccccc1)N1CCOCC1	3	6	-1	1	7	3	-1	-5	3	-7
COc1cc(NC(=O)CSc2nnc3ccccn23)cc(OC)c1OC	0	0	3	-3	1	2	5	2	0	4
CC1C(=O)N2CCCc3cc(S(=O)(=O)N4CCC(C(N)=O)CC4)cc1c32 (centres undefined)	0	3	6	5	-7	-2	3	-2	1	5
CCN(CC)S(=O)(=O)c1ccc(NC(=O)CC(NC(C)=O)c2ccccc2)cc1 (centres undefined)	2	4	1	3	-3	-3	11	-2	5	-5
CCC(=O)Nc1c2c(nn1-c1ccc(OC)cc1)CSC2	0	1	6	3	-5	1	0	7	1	3
COc1ccc2c(C)cc(SCC(=O)NCC3CCCO3)nc2c1 (centres undefined)	-3	0	2	1	-2	-1	0	4	-1	6
CC(CCc1ccccc1)NC(=O)CCCn1ncn2c(cc3occc32)c1=O (centres undefined)	1	-3	-2	2	0	-1	-4	0	-4	3
CC(=O)Nc1ccc(NC(=O)c2cc(-c3ccccc3)nc3ccccc23)cc1	-3	-27	10	-12	2	1	-13	-13	0	-3
CNc1nc2sc3c(c2c(=O)n1C)CC(C)(C)SC3	-4	0	7	5	-3	13	-2	1	1	-2
COc1ccc(S(=O)(=O)N2CCC(C(=O)NC3CCCC3)CC2)cc1C	-1	7	-5	1	-1	-2	7	-6	-3	8
COc1ccc(NC(=O)CCN2CCCCC2)cc1	3	3	-4	2	0	-1	1	-2	7	-4
FC(F)(F)c1ccc(-c2noc(CN3CCCN(C4CCCCC4)CC3)n2)cc1	0	-5	-3	2	-1	-3	0	-4	1	-1
COc1ccccc1Cc1c(-c2ccc(OC)c(OC)c2)nc2ccc(C)cn12	14	·	2	0	3	3	0	-5	1	-9

The results go on.
SMILES	UHRF1 MBD2 ctr	HTRA1 inhibitor	rCAG RNA binder	GC-A act	MBD2 DNA inh	PRMT1 FP inh	SIAE inh	ABHD4 inh	NPR2 activator	TCR-CD3 inh
CCC(=O)NC(C)c1cc(Cl)c2ccccc2c1O (centres undefined)	-4	-4	-2	0	1	-1	0	-2	4	3
NC(=O)c1cccc(S(=O)(=O)N2CC(c3ccccc3)CC2=O)c1 (centres undefined)	-2	-2	0	-1	4	-1	9	-3	2	2
COc1ccccc1NC(=O)c1cccc(N2C(=O)C3C4C=CC(C4)C3C2=O)c1 (centres undefined)	0	1	-2	3	-4	0	-3	1	3	0
Cc1cc(N/N=C/c2ccc(O)cc2O)c2ccccc2n1	1	5	1	4	0	5	4	2	-1	1
CC(=O)Nc1ccc(Cl)cc1C(=O)O	0	10	-2	3	-1	-3	3	-2	4	5
COc1ccc(CC(N)c2csc(Nc3cc(NCc4ccco4)ncn3)n2)cc1 (centres undefined)	-2	·	15	-14	0	0	5	0	-14	-2
COc1ccc(OC)c(NC(=O)CN2C(=O)COc3ccc(S(=O)(=O)N4CCCC4)cc32)c1	0	9	1	0	-1	-3	7	0	0	2
CCCCN(CC)CCCNC(=O)c1ccc(CS(=O)(=O)c2ccccc2C)o1	2	-3	-4	-2	1	2	1	4	-3	-1
CCCCCCn1c(N)c(C#N)c2ccc([N+](=O)[O-])cc2c1=O	1	2	4	14	3	0	1	0	5	-7
CN1C(C(=O)NCCc2cccs2)CC2Cn3c(nc4ccccc43)C21 (centres undefined)	1	-3	-3	-3	-3	0	-4	4	-2	3
N#Cc1cccnc1N1CCN(C(=O)c2ccccc2)CC1	-1	0	-4	1	1	0	0	-2	1	7
COCCN(CCOC)Cc1cc(=O)oc2cc(C)cc(C)c12	1	·	-1	1	0	-1	1	3	0	-4
CC(=O)N1CCCN(Cc2cn(-c3ccc(C)cc3)nc2-c2cccc(C)c2)CC1	4	-14	-6	-6	4	1	-3	1	-9	1
CC(Sc1nc2ccccc2c(=O)n1CC1CCCO1)C(=O)Nc1ccc(S(N)(=O)=O)cc1 (centres undefined)	-1	1	4	-4	-2	-3	12	-4	-3	-9
C=CCNc1nc(N(c2ccccc2)c2ccccc2)nc(-n2ccnc2)n1	-1	-4	0	-34	1	-3	0	-2	-21	1
CCOC(=O)c1cnc2c(C(=O)OC)cccc2c1NCCN1CCOCC1	3	4	-5	8	1	1	-7	6	0	0
CN1C(=O)NC(c2ccccc2)C2=C1CN(Cc1ccco1)C2=O (centres undefined)	-3	-3	8	3	-4	6	3	1	-1	8
CCN(CC)C(=O)Cn1c(=O)n(-c2ccc(CC(=O)NCc3ccccc3)cc2)c(=O)c2sccc21	-2	1	-4	-2	-3	-2	7	-5	-1	1
C=CCN(CC#Cc1ccccc1)Cc1ccc(OC)cc1OC	-2	·	1	0	0	-4	-2	1	-12	·
CCOC(=O)N1CCC(N2CCN(c3cc(C)ccc3C)CC2)CC1	-2	0	-8	-3	-1	0	4	-1	3	3
Cc1cc(N=Nc2ccc(Cl)cc2)cc(CN2CCCC2)c1O	-4	5	-3	15	-6	-3	15	9	-5	-1
COc1cc(CN2c3ccccc3C(=O)CS2(=O)=O)cc(OC)c1	-3	-25	47*	2	-7	-3	-1	-24	-1	1

Screening results as filed in PubChem.

These rows are one share of the data; the hit share may differ from the screen's.
